STEP inh: inhibitors of human striatal-enriched phosphatase STEP. P54829. recombinant STEP, OMFP fluorogenic substrate, fluorescence. inhibition, % at 20 µM. hit rate 0.25% among 360,000;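 active means inhibition at 20 µM, scaled per plate between control wells, above about 37%, limit read from the data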;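 further: 0% = DMSO with enzyme and substrate and 100% = substrate only without enzyme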
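Material: STEP (striatal-enriched tyrosine phosphatase) enzyme, cell-free; Compound dosing: 20 µM single dose in 1% DMSO; Technique: fluorescence read at 480 nm ex / 540 nm em; Times: reaction 20 min, ambient temperature; Medium: 50 mM Bis-Tris pH 6.0 with 2.5 mM DTT and 0.005% Tween 20; Also added: OMFP at 25 µM.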
CendR NRP1 mod: alters CendR peptide binding to human NRP-1; FAM-RPARPAR peptide binding to NRP-1, fluorescence polarization; O14786; hit rate 0.85% among 360,000; inhibition, % at 25 µM;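 active means inhibition or corrected inhibition above about 18%, plus a signal ratio from 0.5 to 1.5, limit read from the data, passing the limit was not always enough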; further: strong numbers were not always called active
eLon inh: inhibits E. coli Lon protease; P0A9M0; purified E. coli Lon protease, fluorescence polarization; inhibition, % at 7.94 µM; hit rate 0.42% among 360,000; AID 602123; in the data active means inhibition above about 13%, passing the limit was not always enough;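 further: 0% = enzyme with probe and DMSO and 100% = no enzyme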
Target sequence (P0A9M0 whole entry, looked up): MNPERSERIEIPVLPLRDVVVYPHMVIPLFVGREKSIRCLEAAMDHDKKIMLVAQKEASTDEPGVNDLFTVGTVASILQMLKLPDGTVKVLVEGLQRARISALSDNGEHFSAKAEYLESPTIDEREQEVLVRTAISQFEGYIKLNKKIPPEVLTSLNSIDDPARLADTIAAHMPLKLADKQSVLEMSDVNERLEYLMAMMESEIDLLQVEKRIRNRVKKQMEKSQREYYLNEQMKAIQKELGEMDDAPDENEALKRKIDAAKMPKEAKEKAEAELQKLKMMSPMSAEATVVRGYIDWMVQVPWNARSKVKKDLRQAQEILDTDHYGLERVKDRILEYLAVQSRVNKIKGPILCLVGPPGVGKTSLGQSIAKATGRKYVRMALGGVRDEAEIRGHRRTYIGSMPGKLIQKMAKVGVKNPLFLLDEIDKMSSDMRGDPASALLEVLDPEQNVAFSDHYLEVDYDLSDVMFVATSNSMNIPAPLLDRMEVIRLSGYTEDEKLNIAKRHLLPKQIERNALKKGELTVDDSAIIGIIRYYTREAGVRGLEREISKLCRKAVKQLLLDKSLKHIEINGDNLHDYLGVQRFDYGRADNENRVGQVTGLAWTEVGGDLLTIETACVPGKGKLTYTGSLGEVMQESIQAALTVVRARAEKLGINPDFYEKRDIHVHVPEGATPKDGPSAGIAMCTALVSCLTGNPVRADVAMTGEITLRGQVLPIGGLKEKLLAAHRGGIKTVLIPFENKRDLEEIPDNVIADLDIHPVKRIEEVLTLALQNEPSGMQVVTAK
bovine MsrA act: activates bovine MsrA enzyme. purified bovine MsrA, absorbance read-out. activation, % at 10.6 µM. hit rate 0.3% among 360,000. AID 602163; in the data active means activation above about 7.5%;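 further: 0% = vehicle and 100% = reference activator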
DNMT1 block: DNMT1 (human) enzyme inhibition; P26358; DNMT1 molecular beacon, Hinp1I cleavage, fluorescence; inhibition (reported as % activation of signal), % at 10 µM; hit rate 0.83% among 360,000; in the data active means inhibition above about 50%
Tb MetRS inh: blocks T. brucei methionyl-tRNA synthetase activity; inhibition, % at 11.9 µM; AID 624268; hit rate 0.4% among 360,000; purified T. brucei MetRS, ATP depletion, Kinase-Glo luminescence;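 active means inhibition above a per-plate cutoff of the control wells' mean inhibition plus 3 SD, cut at about 5.5% in these data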;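 further: 0% = DMSO wells median and 100% = median of wells with control inhibitor compound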
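Material: parasite MetRS enzyme / Replication: singlicate, one well per compound / Signal: luminescence of leftover ATP / Schedule: 2 h aminoacylation at 25 °C after 15 min preincubation / Medium: HEPES-MgCl2-KCl buffer plus DTT, spermine, BSA, pyrophosphatase / Doses: 11.9 µM single point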
MsrA inh: inhibitors of bovine MsrA. inhibition, % at 15.5 µM. AID 651718. hit rate 0.75% among 360,000. purified bovine MsrA, absorbance read-out; in the data active means inhibition above about 4.5%;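 further: 0% = vehicle wells with enzyme and 100% = reference inhibitor wells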
LMPTP inh: blocks human LMPTP phosphatase; P24666; recombinant LMPTP-A, OMFP fluorogenic substrate, fluorescence intensity; inhibition, % at 20 µM; hit rate 0.22% among 360,000;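 active means compounds that cut the enzyme signal by at least half of the control window in the single-dose screen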;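 further: plate controls were DMSO wells with enzyme plus substrate for no effect and substrate without enzyme for full effect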
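Test system: LMPTP-A phosphatase enzyme. Amount: LMPTP-A at 0.625 nM final in the reaction. Reagent: OMFP substrate, 400 µM final. Times: 50 min at room temperature. Signal: endpoint fluorescence intensity from OMFP dephosphorylation. Read-out basis: % inhibition. Benchmarks: no-enzyme and uninhibited controls.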
SUMO1-SIM PPI: SUMO1-SIM interaction modulation; hit rate 0.33% among 360,000; SUMO1 binding to a labelled peptide, TR-FRET, 1 h; P63165; inhibition, % at 20 µM; AID 602429; in the data active means inhibition above about 37%
Target sequence (P63165 whole entry, looked up): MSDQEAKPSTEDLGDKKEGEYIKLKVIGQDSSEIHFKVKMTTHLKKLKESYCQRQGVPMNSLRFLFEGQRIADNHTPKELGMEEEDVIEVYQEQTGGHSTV
Scp-1 inhibitor: Scp-1 (human) phosphatase inhibition; inhibition, % at 20 µM; hit rate 0.88% among 340,000; Recombinant Scp1, phosphopeptide, malachite green phosphate absorbance; Q9GZU7;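 active means inhibition above about 50% at 20 µM, limit read from the data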;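 further: plate controls were DMSO wells with enzyme for no effect and wells lacking enzyme for full effect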
Target sequence (Q9GZU7 76-261 limits assumed): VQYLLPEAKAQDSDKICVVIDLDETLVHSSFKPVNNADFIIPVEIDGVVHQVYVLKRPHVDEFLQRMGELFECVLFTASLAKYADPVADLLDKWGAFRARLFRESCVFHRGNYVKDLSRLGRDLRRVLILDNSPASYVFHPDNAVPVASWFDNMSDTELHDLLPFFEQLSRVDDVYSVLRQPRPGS
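Test system – truncated SCP-1 phosphatase (76-261aa) · Reagent – Phosphorylated 17-residue peptide substrate · Incubation – 45 min room-temperature reaction, 5 min colour, 30 min stabiliser · Detection – colorimetric phosphate reagent with accelerator and stabiliser, absorbance at 630 nm · Measure – % inhibition at 20 µM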
* hit, by the source's call; . = no result given.

The first 5 entries, ahead of the listing:
No.	structure	STEP inh	CendR NRP1 mod	eLon inh	bovine MsrA act	DNMT1 block
1	CSc1ncc(C(=O)Nc2cccc(C)c2C)c(C)n1	0	-9	-12	-6	-2
2	CC1=CC(C)(C)Nc2ccc(Cc3ccc4c(c3)C(C)=CC(C)(C)N4)cc21	1	6	10	-1	-14
3	Cc1ccc(C(=O)N2CCN(c3ccc(NC(=O)Cc4ccccc4)cc3)CC2)cc1	4	11	-5	-3	-3
4	NNC(=O)c1ccc(Oc2cc(Cl)cc(Cl)c2)o1	-1	4	6	-9	1
5	COc1cc(S(=O)(=O)N2CCC(C(N)=O)CC2)c(C)cc1C	-2	2	-8	-8	0

No.	Tb MetRS inh	MsrA inh	LMPTP inh	SUMO1-SIM PPI	Scp-1 inhibitor
1	-0.4	-0.7	-1.3	-1	0
2	0.2	1.2	4.6	3	-8
3	-0.3	-0.1	0.7	1	-9
4	0.1	-0.5	-0.9	0	-3
5	-1.4	-0.8	-1.2	0	0

The listing, repeating the preview:
No.	structure	STEP inh	CendR NRP1 mod	eLon inh	bovine MsrA act	DNMT1 block
1	CSc1ncc(C(=O)Nc2cccc(C)c2C)c(C)n1	0	-9	-12	-6	-2
2	CC1=CC(C)(C)Nc2ccc(Cc3ccc4c(c3)C(C)=CC(C)(C)N4)cc21	1	6	10	-1	-14
3	Cc1ccc(C(=O)N2CCN(c3ccc(NC(=O)Cc4ccccc4)cc3)CC2)cc1	4	11	-5	-3	-3
4	NNC(=O)c1ccc(Oc2cc(Cl)cc(Cl)c2)o1	-1	4	6	-9	1
5	COc1cc(S(=O)(=O)N2CCC(C(N)=O)CC2)c(C)cc1C	-2	2	-8	-8	0
6	NC(=O)c1c(NC(=O)c2ccc([N+](=O)[O-])o2)sc2c1CCCC2	1	-2	1	-7	6
7	CCOCCCNC(=O)c1ccc(N2CCOCC2)c(NS(=O)(=O)c2ccc(OC)cc2)c1	-1	11	-1	-5	3
8	Cc1ccc(Cl)cc1N1C(=O)CC(Sc2ncccn2)C1=O (centres undefined)	-2	-17	1	-2	-3
9	C#CCOCCOCCOCCNc1nc(N2CCN(C(=O)[C@H](CCCN=C(N)N)n3cc(C(N)[C@@H](C)CC)nn3)CC2)nc(N2CCN(C(=O)[C@H](CCC(=O)O)n3cc([C@@H](N)CC(N)=O)nn3)CC2)n1 (some centres undefined)	-4	5	-9	-9	1
10	O=C(CSc1nc2ncccc2[nH]1)NC1CCCCC1	1	8	-15	-1	2
11	Cc1c(C(=O)NCc2ccccn2)sc(=O)n1Cc1ccc(-c2ccccc2)cc1	1	3	-1	-1	-4
12	O=C(NNC(=O)c1ccc2c(=O)n3c(nc2c1)CCC3)c1cccc(Cl)c1	-1	-2	-1	-5	-6
13	COc1ccc(-c2csc(Nc3cc(C)ccn3)n2)cc1C	0	5	-2	-2	-9
14	CCCN1CCN(CCCNC(=O)CCCn2nc(C)c3sc4ccccc4c3c2=O)CC1	-4	12	-4	-2	-1
15	COC(=O)c1ccc(Cn2cnc3c(cnn3-c3ccc(C)c(C)c3)c2=O)o1	0	-2	-9	0	-1

No.	Tb MetRS inh	MsrA inh	LMPTP inh	SUMO1-SIM PPI	Scp-1 inhibitor
1	-0.4	-0.7	-1.3	-1	0
2	0.2	1.2	4.6	3	-8
3	-0.3	-0.1	0.7	1	-9
4	0.1	-0.5	-0.9	0	-3
5	-1.4	-0.8	-1.2	0	0
6	-0.1	0.0	-0.1	-19	-2
7	0.0	0.9	-1.8	0	-8
8	-0.8	0.6	-1.9	4	-4
9	0.1	0.7	-5.0	-5	-5
10	3.0	-1.1	1.1	7	-1
11	0.1	0.5	1.6	6	.
12	-0.1	1.1	0.8	10	-2
13	-0.5	2.5	2.5	-6	21
14	-0.3	1.2	-3.8	-3	-2
15	-0.3	2.1	-0.3	5	-4

The list goes on (2 carried over from the part before).
No.	structure	STEP inh	CendR NRP1 mod	eLon inh	bovine MsrA act	DNMT1 block
14	CCCN1CCN(CCCNC(=O)CCCn2nc(C)c3sc4ccccc4c3c2=O)CC1	-4	12	-4	-2	-1
15	COC(=O)c1ccc(Cn2cnc3c(cnn3-c3ccc(C)c(C)c3)c2=O)o1	0	-2	-9	0	-1
16	CC1=C(Sc2nc3ccccc3[nH]2)C(=O)NC(C)(C)C1	3	2	-4	-2	3
17	Cc1ccc(NC(=O)CCC(=O)OCC(=O)c2ccc(-c3ccccc3)cc2)cc1	0	-6	-4	-2	51*
18	CCC(OC(=O)c1ccc(S(C)(=O)=O)c([N+](=O)[O-])c1)C(=O)NC1C2CC3CC(C2)CC1C3 (centres undefined)	1	4	-2	-1	8
19	COCCNC(=O)C(c1ccc(OC)cc1)N(CCOC)C(=O)CCC(=O)Nc1nccs1 (centres undefined)	-2	6	15	0	3
20	Cc1cccc(N2CCN(C(=O)C(NS(=O)(=O)c3cccs3)c3ccccc3)CC2)c1C (centres undefined)	4	-8	-6	-5	-5
21	COc1ccccc1OCCNc1ccc(S(=O)(=O)N2CCCC2)cn1	2	-5	4	-3	2
22	COc1cc(Br)cc2cc(C(=O)N3CCCCC3C)c(=O)oc12 (centres undefined)	-2	5	8	1	-2
23	COC(=O)N1[C@H](C)C=C[C@]1(Cc1ccccc1)C(=O)NCCCNc1ncc(C(F)(F)F)cc1Cl	0	-8	-11	-1	0
24	COc1ccccc1N1CCN(C(=O)c2cccc(C(=O)N3CCN(c4ccccc4OC)CC3)c2)CC1	1	1	6	-8	7
25	Nc1cccc(-c2nc3ccccc3[nH]2)c1	8	-3	-1	-3	11
26	Cc1ccc(S(=O)(=O)CC(=O)c2ccc(C(C)(C)C)cc2)cc1	-1	21	3	-10	1
27	Cc1cccc(COc2ccccc2C(=O)N(C)CC(=O)Nc2cccc(F)c2)c1	0	-1	-2	1	-4
28	CCOC(=O)c1c(C)[nH]c(C(=O)COC(=O)c2cnccn2)c1C	-1	-6	-11	-3	-10
29	O=C(NC1CCCCC1)C(c1ccncc1)N(C(=O)c1csnn1)c1ccccc1F (centres undefined)	-1	7	-8	-4	3
30	COc1ccc(F)cc1Cn1nc(C(=O)O)c2ccccc2c1=O	0	-1	5	-5	0

No.	Tb MetRS inh	MsrA inh	LMPTP inh	SUMO1-SIM PPI	Scp-1 inhibitor
14	-0.3	1.2	-3.8	-3	-2
15	-0.3	2.1	-0.3	5	-4
16	0.5	-1.1	-1.5	-1	-11
17	-0.6	0.1	1.5	3	-4
18	-0.1	-0.1	0.3	-5	.
19	-0.6	-0.2	-0.9	3	-1
20	-0.7	1.9	3.7	1	0
21	-0.3	0.8	-0.7	6	-7
22	-0.8	-1.0	0.1	-5	-2
23	-0.3	37*	2.0	11	-2
24	-2.5	-1.1	-2.3	0	-5
25	-0.5	1.8	-0.9	1	-3
26	-2.4	2.1	2.1	-1	-6
27	0.0	0.5	-3.2	3	-8
28	-0.5	2.0	-0.7	-5	-2
29	1.1	0.6	-0.9	5	-1
30	-0.4	1.0	-0.6	3	-5

Carrying on.
No.	structure	STEP inh	CendR NRP1 mod	eLon inh	bovine MsrA act	DNMT1 block
31	Cc1ccc(NC(=O)COc2ccccc2)c(NC(=O)c2ccco2)c1	1	5	-1	-1	1
32	CCOC(=O)C1=C(CN2CCC(C)CC2)NC(=O)NC1c1ccc(Cl)cc1 (centres undefined)	-3	-19	-11	0	1
33	COc1ccc(C(=O)N2CCCC(Nc3ccc(F)cc3)C2)cc1F (centres undefined)	-1	0	-3	-8	-1
34	CCCNC(=O)C(=O)N/N=C/c1ccc(OCc2ccccc2)cc1	0	6	4	-10	25
35	COc1ccccc1NC(=S)NCCc1c[nH]c2ccccc12	6	-3	5	-1	-14
36	O=C(Nc1ccc(Cc2ccncc2)cc1)c1cccc([N+](=O)[O-])c1	-3	-2	11	-4	-4
37	CCCn1c2ccccc2c2nnc(SCC(=O)Nc3nnc(CC(=O)OCC)s3)nc21	4	4	-9	-2	0
38	CCN(CC)S(=O)(=O)c1ccc(N2CCOCC2)c(NS(=O)(=O)c2ccc(Cl)s2)c1	4	-5	-7	-2	-1
39	CN(CC1CCCN(CCc2ccccc2F)C1)C(=O)c1ccoc1 (centres undefined)	-3	5	3	-11	4
40	Cc1ccc2c(CSc3nncn3C)cc(=O)oc2c1C	-2	20	13	-11	3
41	O=C(Cn1nc(-c2cccc(Cl)c2)ccc1=O)Nc1cccnc1	4	2	-9	-2	1
42	CCN(C(=O)/C=C/c1ccccc1)C1CCCCC1	1	0	-2	-3	0
43	CCOC(=O)Cc1csc(NC(=O)COc2ccc(C)c(C)c2)n1	1	-20	-3	3	-3
44	CCOC(=O)N1c2ccccc2Sc2ccccc21	-4	5	-9	-4	6
45	CCOc1ccc(NS(=O)(=O)c2ccc(NC(=O)c3cccnc3)c(OC)c2)cc1	-1	0	6	-3	-4

No.	Tb MetRS inh	MsrA inh	LMPTP inh	SUMO1-SIM PPI	Scp-1 inhibitor
31	-0.1	0.7	0.2	2	-5
32	-0.1	-0.1	-1.2	-1	-8
33	-0.5	0.1	-0.2	0	1
34	-1.5	-0.7	-1.3	-10	4
35	-0.9	-0.1	0.4	-1	-20
36	-0.1	-0.5	0.1	-20	-4
37	0.1	-0.3	1.7	9	-7
38	-0.4	0.5	-0.4	10	.
39	-1.5	-0.3	0.7	-2	5
40	-0.9	2.4	2.4	-1	3
41	0.0	1.4	-1.8	-10	-4
42	-0.5	0.9	-0.4	-3	-2
43	-0.1	-1.2	-0.7	3	-12
44	-0.6	-0.1	-0.3	1	-5
45	-0.7	0.6	-2.1	1	-6

Further compounds follow.
No.	structure	STEP inh	CendR NRP1 mod	eLon inh	bovine MsrA act	DNMT1 block
46	COC(=O)c1sc(S(=O)(=O)NC(C)C(=O)O)c(C(=O)OC)c1C (centres undefined)	-4	-4	-4	0	-4
47	COC(=O)c1ccc(-c2n[nH]c(=O)c3ccccc23)cc1	-2	-31	-7	-2	-11
48	O=C(Nc1nnc(Cc2ccc(Cl)cc2)s1)c1cccs1	3	-10	2	0	1
49	Cc1cc(SCC(=O)N(C)CC(=O)Nc2ccc(F)cc2)nc2ccccc12	0	-18	4	-11	1
50	O=C(CN(c1ccc2c(c1)OCCO2)S(=O)(=O)c1ccccc1)NCC1CCCO1 (centres undefined)	-1	4	2	-7	3
51	Cc1cccc(C)c1OCC(=O)OCC(=O)Nc1ccc(Cl)cn1	4	9	0	-8	1

No.	Tb MetRS inh	MsrA inh	LMPTP inh	SUMO1-SIM PPI	Scp-1 inhibitor
46	0.2	-0.8	-0.8	4	-7
47	0.2	-0.4	-1.9	20	-4
48	-0.4	-0.1	-0.4	-2	-12
49	-0.9	1.8	1.2	1	1
50	-0.5	1.2	-1.1	0	-3
51	-0.3	0.8	-0.1	5	-5

From PubChem
